Screening data from PubChem.
hcGAS lum – Primary biochemical luminescence assay for human cyclic GMP-AMP synthase inhibitors | actives 0.081% (n = 290,000) | recombinant h-cGAS, ATP depletion, Kinase-Glo luminescence | AID 1259398, 2018 | Q8N884 | inhibition, % at 12.5 µM;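 also: 0% = vehicle reaction and 100% = reaction without DNA for no activity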
Target sequence (Q8N884 whole entry, looked up): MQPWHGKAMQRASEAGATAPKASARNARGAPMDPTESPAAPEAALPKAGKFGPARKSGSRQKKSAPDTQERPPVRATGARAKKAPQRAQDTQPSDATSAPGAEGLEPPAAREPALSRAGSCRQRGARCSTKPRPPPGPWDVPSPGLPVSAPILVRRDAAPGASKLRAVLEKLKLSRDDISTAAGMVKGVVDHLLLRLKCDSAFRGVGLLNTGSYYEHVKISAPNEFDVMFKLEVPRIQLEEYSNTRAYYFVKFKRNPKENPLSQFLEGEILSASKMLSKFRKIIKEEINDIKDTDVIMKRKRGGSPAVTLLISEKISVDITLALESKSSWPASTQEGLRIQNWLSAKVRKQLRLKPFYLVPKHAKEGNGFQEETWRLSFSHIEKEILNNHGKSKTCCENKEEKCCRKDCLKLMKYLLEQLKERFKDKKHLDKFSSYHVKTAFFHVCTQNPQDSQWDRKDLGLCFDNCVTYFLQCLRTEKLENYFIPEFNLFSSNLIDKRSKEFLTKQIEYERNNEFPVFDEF
NPYLR7 agonist – agonists of mosquito NPYLR7 receptor, primary screen, cell-based, Aedes aegypti, calcium fluorescence, mosquito biting behavior; Aedes aegypti neuropeptide Y-like receptor 7 (NPYLR7); HEK293T NPYLR7/Galpha15, GCaMP6s calcium fluorescence; activation, % at 10 µM; actives 0.15% (n = 270,000); AID 1259423, 2018; in the data active = activation above about 40%;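 also: 0% = vehicle and 100% = reference agonist at the receptor; some compounds past the cut are filed as inactive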
mcGAS lum – cyclic GMP-AMP synthase inhibitors, mouse, primary biochemical chemiluminescence; Q8C6L5; AID 1259399, 2018; recombinant cGAS, Kinase-Glo ATP depletion luminescence; actives 0.15% (n = 160,000); inhibition, % at 12.5 µM;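 also: 0% = negative control wells and 100% = reference inhibitor with no enzyme activity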
Active calls of the source: *; x = no result given; & = joins results of further samples. Rule as the data show it, unless noted: active = inhibition above about 40%; inactive = the rest. Not a hit list. Share with any hit: about 0.29%.

SMILES | hcGAS lum | NPYLR7 agonist | mcGAS lum
CC(C)C(NC(=O)COc1ccc(Cl)cc1)c1nc(-c2cccc([N+](=O)[O-])c2)no1 (stereo not given) | -3 | x | -3
COc1cccc(Cn2c(=O)c(C(=O)NCc3ccc4c(c3)OCO4)nn(-c3cccc(OC)c3)c2=O)c1 | -8 | 12 | -5
Cc1ncc([N+](=O)[O-])n1CCN1C(=O)C2C(C1=O)[C@H]1C=C[C@@H]2C1 (stereo not given in full) | -6 | -5 | -6
Cc1cccc(NC(=O)Cn2cccc(-c3nc(-c4ccccc4)no3)c2=O)c1 | -7 | x | -9
CCC1c2ccsc2CCN1CCC(=O)Nc1cc(C)on1 (stereo not given) | -14 | 1 | -8
CC(C)(Cc1ccc(F)cc1)NC(=O)c1cccnc1Nc1cccc(Cl)c1 | -9 | -14 | -5
COC(=O)Cn1c(=O)c2c(nc3n2CCN3c2ccc(Cl)cc2)n(C)c1=O | -6 | 4 | x
Cn1c(-n2ncc(NCC(c3ccccc3Cl)N3CCCC3)c(Cl)c2=O)nc2ccccc21 (stereo not given) | 2 | 13 | x
O=C(c1csc(CSc2nnc(-c3ccncc3)n2-c2cccc(C(F)(F)F)c2)n1)N1CCN(c2ccccc2F)CC1 | -10 | 2 | -7
Cc1ccc2ncc(NC(=O)c3ccc(F)cc3)c(=O)n2c1 | -9 | 0 | -9
CCCCc1ncc(CN2CCCC(C(=O)Nc3ccc(-c4cscn4)cc3)C2)[nH]1 (stereo not given) | -5 | 10 | x
O=C(c1ccco1)N1CCCN(c2nc(C3CCOCC3)nc3c2cnn3-c2ccccc2)CC1 | -2 | 10 | -3
COc1cc(N2CCC(=O)N(Cc3ccc(F)cc3)C(C(C)C)C2)ncn1 (stereo not given) | -5 | 7 | -15
Fc1ccc(Oc2ccc3c(C4CC4)noc3n2)cc1 | -8 | 7 | -5
CCCCN(CC(=O)N(CCc1ccc(OC)c(OC)c1)Cc1ccc(C)s1)C(=O)c1ccc(F)cc1 | 4 | -2 | -6
Cc1csc(C2CCCCN2C(=O)C2CCCN(Cc3ccccc3)C2)n1 (stereo not given) | -11 | 5 | x
CSC1CCCC1NS(C)(=O)=O (stereo not given) | -6 | 2 | -11
COc1ccc(-n2c(SCc3cccc(C(F)(F)F)c3)nnc2-c2cc(OC)cc(OC)c2)cc1 | -1 | x | -4
O=C(CCc1ccc2c(c1)OCCO2)NCc1ccc(C(=O)N2CCOCC2)cc1 | -11 | 5 | x
COC(=O)c1cc(C(C)C)nc2c1c(-c1cccs1)nn2C1CCS(=O)(=O)C1 (stereo not given) | -8 | 15 | x
Cc1nccn1-c1ccccc1CNc1cccc(F)c1C#N | -5 | 11 | x
Cc1ccccc1N1CCN(c2ncccc2CNC(C)Cn2cccn2)CC1 (stereo not given) | -2 | 6 | -14
CCN1CCN(C(=O)c2ccc(CSc3nnc(-c4ccc([N+](=O)[O-])cc4)n3-c3ccc(F)cc3)cc2)CC1 | -3 | 18 | -4
Cc1cc(C(=O)N(C)Cc2ncnn2C)c(C)n1C(C)C | 7 | -2 | x
CC(c1nccs1)N(C)C(=O)c1c(Cl)c(C(F)(F)F)nn1C (stereo not given) | -1 | 2 | -6
CSCCC(=O)N1CCC(n2c(=O)oc3ccc(F)cc32)CC1 | -9 | 6 | -4
Cc1cnn(CCc2nc(-c3cc(Br)cs3)no2)c1 | -9 | 6 | x
CCOC(=O)c1nn(-c2cccc(C(F)(F)F)c2)c2nc(CC)c(C#N)c(=O)n12 | -9 | -8 | x
CCCSc1ncccc1C(=O)NC(c1ccccc1)c1ccccc1 | -5 | 5 | -6
CCOC(=O)c1ccc2c(c1)sc(=NC(=O)c1ccc3ncsc3c1)n2CC(=O)OC | -6 | 6 | x
C=CCNC(=O)N1CCN(C(C(=O)NCCc2ccc(OC)cc2)C2CCCC2)CC1 (stereo not given) | -6 | -6 | -5
Cc1nn(C)c(Cl)c1CNCC1(c2ccc(F)cc2)CCCC1 | -11 | 1 | x
CN(Cc1ccc2nsnc2c1)Cc1cnn(C)c1C1CC1 | -1 | 8 | x
COc1ccc(CN(CCN2CCCCC2)C(C)=O)cc1OCc1nc(CO)cs1 | -4 | 15 | -5
Cc1nc(-c2cc(C)n(CC(=O)NC(C)C3CC3)c2C)cs1 (stereo not given) | 3 | 3 | x
CCOC(=O)N1CCN(C(=O)CN2C(=O)c3ccccc3C2=O)CC1 | 6 | -10 | -2
COCCNC(=O)C(NC(=O)c1ccccc1Cl)C1CCN(C(=O)c2cccc(C)c2)CC1 (stereo not given) | -5 | 2 | -5
CCNC(=S)N(CCOC)Cc1c(-c2ccccc2)noc1N1CCN(C)CC1 | -4 | 11 | -6
COc1cc2c(cc1OC)C(CNC(=O)c1ccccc1Cl)N(C(=O)Nc1ccccc1F)CC2 (stereo not given) | -5 | 7 | -8
C#CCNS(=O)(=O)c1cccc(C(=O)N2CCCS2(=O)=O)c1 | -10 | 1 | x
O=C(CNC(=O)c1cccc([N+](=O)[O-])c1)Nc1ccc2c(c1)OCCCO2 | -4 | -1 | -6
CCCCNC(=O)c1ccc2nc(CC)c(N(CCCC)C(C)=O)n2c1 | -11 | -5 | -5
CCc1ccccc1NC(=O)N1CCN(c2cc(Oc3ccc(F)cc3F)ncn2)CC1C (stereo not given) | -3 | -13 | -8
COCCOc1nc(-c2cccs2)n(-c2ccc(NC(=O)c3ccc(OC)cc3)cc2)n1 | -6 | -5 | -4
CC(C)(C)NC(=O)CN1CCN(C(=O)c2cccc3cccnc23)CC1 | 2 | -2 | -4
O=C(O)c1ccccc1S(=O)(=O)Nc1ccc(OC(F)(F)F)cc1 | -6 | 3 | x
Cc1cc(Oc2cccc(C(C)C)c2)nc(SCc2cccc([N+](=O)[O-])c2)n1 | -5 | -9 | -5
CC(C)SC(NC(=O)OCc1ccccc1)C(=O)NCCCOc1cccc([N+](=O)[O-])c1 (stereo not given) | -3 | -9 | -5
CC(C)CN(CC(=O)Nc1cc(C(C)(C)C)nn1-c1ccc(Cl)c(Cl)c1)C(=O)Nc1ccc(C(F)(F)F)cc1 | -9 | -9 | -4
CCOC(=O)C1=C(CC)NC2=C(C(=O)CCC2)C1c1cccnc1 (stereo not given) | -2 | -1 | -6
Cn1c(=O)c2ccccc2n2c(CN3CCCC3c3cccc(F)c3)nnc12 (stereo not given) | 9 | -2 | x
O=C1CC(c2nc3ccccc3n2Cc2ccccc2)CN1Cc1ccc(F)cc1 (stereo not given) | -6 | 1 | -5
COc1cc2ccccc2cc1C(=O)Nc1nc(C)c(C(C)=O)s1 | 0 | -1 | -6
COc1ccc(-c2cc(C(F)(F)F)nc(S(C)(=O)=O)n2)cc1 | 9 | 1 | x
CCN1CC2=C(OC3(O)CCN(CC)CC3C2c2ccccc2)/C(=C/c2ccccc2)C1 (stereo not given) | -2 | 3 | x
Oc1oc(-c2ccc(Br)cc2)nc1C=Nc1ccc(Br)cn1 | -5 | 0 | x
O=C(CSc1ccncc1)N1CCOc2ccc(F)cc21 | 2 | -5 | 2
CCC(C(=O)N(CC(=O)N(Cc1ccccc1)Cc1cccn1C)C(C)CC)c1ccccc1 (stereo not given) | -8 | -3 | -5
COc1ccccc1OC1CN(c2nccc(N3CCCC(O)C3)n2)C1 (stereo not given) | -4 | 14 | x
Cc1cccc(COC2CCCN(C(=O)C3CCCC3)C2)c1 (stereo not given) | -4 | 7 | -4

For convenience, 13 of the compounds above:
SMILES | hcGAS lum | NPYLR7 agonist | mcGAS lum
O=C(CNC(=O)c1cccc([N+](=O)[O-])c1)Nc1ccc2c(c1)OCCCO2 | -4 | -1 | -6
CCCCNC(=O)c1ccc2nc(CC)c(N(CCCC)C(C)=O)n2c1 | -11 | -5 | -5
CCc1ccccc1NC(=O)N1CCN(c2cc(Oc3ccc(F)cc3F)ncn2)CC1C (stereo not given) | -3 | -13 | -8
COCCOc1nc(-c2cccs2)n(-c2ccc(NC(=O)c3ccc(OC)cc3)cc2)n1 | -6 | -5 | -4
CC(C)(C)NC(=O)CN1CCN(C(=O)c2cccc3cccnc23)CC1 | 2 | -2 | -4
O=C(O)c1ccccc1S(=O)(=O)Nc1ccc(OC(F)(F)F)cc1 | -6 | 3 | x
Cc1cc(Oc2cccc(C(C)C)c2)nc(SCc2cccc([N+](=O)[O-])c2)n1 | -5 | -9 | -5
CC(C)SC(NC(=O)OCc1ccccc1)C(=O)NCCCOc1cccc([N+](=O)[O-])c1 (stereo not given) | -3 | -9 | -5
CC(C)CN(CC(=O)Nc1cc(C(C)(C)C)nn1-c1ccc(Cl)c(Cl)c1)C(=O)Nc1ccc(C(F)(F)F)cc1 | -9 | -9 | -4
CCOC(=O)C1=C(CC)NC2=C(C(=O)CCC2)C1c1cccnc1 (stereo not given) | -2 | -1 | -6
Cn1c(=O)c2ccccc2n2c(CN3CCCC3c3cccc(F)c3)nnc12 (stereo not given) | 9 | -2 | x
O=C1CC(c2nc3ccccc3n2Cc2ccccc2)CN1Cc1ccc(F)cc1 (stereo not given) | -6 | 1 | -5
COc1cc2ccccc2cc1C(=O)Nc1nc(C)c(C(C)=O)s1 | 0 | -1 | -6

Following part
SMILES | hcGAS lum | NPYLR7 agonist | mcGAS lum
COc1ccc(CC(C#N)C=Nc2ccc(C)cc2)cc1 (stereo not given) | -11 | 8 | x
Cc1c(C(=O)NC2CCCCC2)c(C)n2cn[nH]c(=O)c12 | -7 | 1 | -4
COc1ccc(C(=O)Nc2cc(C)nn2-c2ncnc3c2cnn3-c2cccc(C)c2C)cc1OC | -6 | 0 | -9
CCCCNC(=O)CC(c1ccccc1C(F)(F)F)c1c[nH]c2c(CC)cccc12 (stereo not given) | -6 | 4 | -5
COc1ccc(-n2c(=O)[nH]c3c(C(N)=O)nc(-c4ccco4)nc32)cc1 | 1 | 0 | -4
NS(=O)(=O)c1ccc(NC(=O)c2cccn(OCc3ccccc3F)c2=O)cc1 | -6 | 3 | -7
Cc1ccc(C(=O)Nc2ccc(NC(=O)c3oc(C)nc3C)cc2)o1 | -7 | 15 | -16
Cc1ccc(NC(=O)NCC2CCCN(C3CS(=O)(=O)C[C@H]3O)C2)cc1 (stereo not given in full) | -8 | 6 | x
COC(=O)c1sc(N2C(=O)C(=O)C(=C(O)c3ccccc3)C2c2ccccc2F)nc1C (stereo not given) | -9 | 0 | -6
Cc1conc1NC(=O)CSc1nc(-c2cccs2)cc(C(F)(F)F)n1 | 2 | 9 | x
COc1ccc(-n2c(SCc3cccc(Cl)c3)nnc2-c2cc(OC)cc(OC)c2)cc1 | -7 | x | -7
CCC(C)N(Cc1ccc(OS(=O)(=O)CC)cc1)C(=O)c1cccc(C(F)(F)F)c1 (stereo not given) | -7 | -2 | -4
CC(C)(C)NS(=O)(=O)c1ccc2c(c1)Cc1cc(S(=O)(=O)NC(C)(C)C)ccc1-2 | -6 | -2 | x
Cc1noc2nc(-c3ccco3)cc(C(=O)N3CSCC3C(=O)NCc3ccccc3)c12 (stereo not given) | -2 | 0 | x
Cc1nc(NCCN2CCc3ccccc3C2)c2cnn(C)c2n1 | -6 | 18 | x
c1cncc(-c2nnc3sc(Cc4ccc5c(c4)OCCO5)nn23)c1 | -8 | -1 | -7
COc1cccc(C2NC(=S)NC(C)=C2C(N)=O)c1 (stereo not given) | -9 | 6 | x
COc1cccc(C(=O)N(CCn2nc(C)cc2C)c2nc3ccccc3s2)c1OC | 1 | -18 | -7
COCC(=O)N1N=C(c2ccc(NS(C)(=O)=O)cc2)CC1c1ccccc1 (stereo not given) | -8 | x | -7
CCc1cc(=O)n(CCCN(C)C)c(N2CCCC2)n1 | -6 | x | -4
COc1nn(C)cc1C(=O)Nc1nc2ccc3nc(SC)sc3c2s1 | -9 | 1 | x
c1ccc(-c2cn3cccnc3n2)cc1 | -1 | 2 | x
O=C(O)CCCC[C@@H]1CCSS1 | -1 | -2 | -3
COc1ccc(-c2cnc3ncnn3c2N2CCN(C(=O)C3CCC3)CC2)cc1 | -4 | x | -6
CO[C@H]1CN(C(=O)Cc2ccc(N3CCNC3=O)cc2)CC[C@H]1N | -5 | -5 | x
CCCN1C2OC(C3OC4C(O3)N(CCC)S(=O)(=O)N4CCC)OC2N(CCC)S1(=O)=O (stereo not given) | 1 | 0 | x
Cc1ncc(CN2CCN(c3nnc(C(F)(F)F)s3)CC2)[nH]1 | -4 | 10 | x
CSc1ccc(Cn2c(C)c(C(=O)NCCN(C)C)sc2=O)cc1 | -6 | 8 | x
CC(=O)c1cccc(NS(=O)(=O)c2ccc(N/C=C\C(=O)c3ccc4c(c3)OCO4)cc2)c1 | 0 | 11 | x
CC(=O)NC(C(=O)O)C(C)(C)SN=O (stereo not given) | -1 | x | -4
CC(=O)NC(C)(C(=O)OCc1cnc(-c2ccccc2)s1)C1CC1 (stereo not given) | -2 | 1 | -11
CC=CCn1c(SCC(=O)OCC)nc2c1c(=O)[nH]c(=O)n2C | -9 | x | -6
Cc1ccc(-c2nnc(SCC(=O)c3cccc(N4CCCC4=O)c3)o2)cc1 | 5 | 4 | x
COc1ccc(-n2ccnc2-c2cnc[nH]2)cn1 | -4 | 53 | -19
CNC(=O)[C@@H]1[C@@H](OC(N)=O)C(=O)N(C)C12CCN(C(=O)c1cc3ccccc3s1)CC2 | -1 | 23 | -7
Cc1ccc(-c2cn[nH]c2C2CCCN(C(=O)c3n[nH]c4c3CCC4)C2)cc1 (stereo not given) | -2 | 3 | x
Cc1nccc(C(=O)Nc2cccc(OC(F)(F)F)c2)n1 | 1&-5 | -1&5 | x
O=C(Nc1nccs1)c1ccc(Br)o1 | -6&2 | 5&0 | 0
COc1ccc(-c2csc(-n3[nH]c(-c4ccccc4)c(N=Nc4ccc(Cl)cc4)c3=O)n2)cc1 | 32 | -9 | 8
